# EPAC1 antag – antagonists of human EPAC1; O95398; EPAC1 GEF assay, Rap1b-BODIPY-GDP exchange fluorescence; Potency, µM (top dose mostly 115 µM), without a hit: top-dose activity change, negative = inhibition, most hits filed as inhibitors; 360,000 tested, 0.14% active;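 further: potency means the concentration at half of the fitted maximal effect; plate controls were vehicle for no effect and positive control for full effect; nearly all actives have a fitted effect of over 50% in size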
# PLK1 PBD inh – blocks phosphopeptide binding to human PLK1 polo-box domain; 360,000 tested, 2.8% active; AID 720504; Plk1 PBD binding of FITC phosphopeptide, fluorescence polarization; Potency, µM, for inactives: max response, negative = inhibition, actives largely listed as inhibitors; P53350; further: potency means the concentration at half of the fitted maximal effect; series mostly up to about 57 µM; on the % scale 0 is the no-effect control and ±100 the full control effect; nearly all actives have a fitted effect of over 65% in size
# Target sequence (P53350 whole entry, looked up, the tested form may be a part): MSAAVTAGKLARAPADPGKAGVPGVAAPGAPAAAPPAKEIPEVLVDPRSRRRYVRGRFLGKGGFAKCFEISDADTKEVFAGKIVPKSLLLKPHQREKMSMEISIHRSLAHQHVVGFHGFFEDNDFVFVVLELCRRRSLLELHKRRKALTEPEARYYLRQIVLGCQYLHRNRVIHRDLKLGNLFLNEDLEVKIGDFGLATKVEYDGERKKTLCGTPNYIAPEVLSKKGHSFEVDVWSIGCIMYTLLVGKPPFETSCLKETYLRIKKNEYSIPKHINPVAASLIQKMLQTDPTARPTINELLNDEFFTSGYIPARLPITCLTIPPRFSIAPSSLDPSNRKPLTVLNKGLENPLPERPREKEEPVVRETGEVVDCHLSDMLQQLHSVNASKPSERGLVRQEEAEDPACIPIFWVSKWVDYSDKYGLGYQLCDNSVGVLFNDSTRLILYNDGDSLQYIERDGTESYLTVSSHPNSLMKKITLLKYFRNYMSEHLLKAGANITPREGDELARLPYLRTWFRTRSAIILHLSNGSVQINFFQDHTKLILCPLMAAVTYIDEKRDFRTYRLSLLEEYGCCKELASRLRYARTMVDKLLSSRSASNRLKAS
# WRN inhibitor – WRN helicase (human) inhibition | WRN helicase unwinding, fluorescent forked duplex, kinetic | Q14191 | AID 651768 | Potency, µM (top dose mostly 114 µM), inactives show at the highest dose activity change, negative = inhibition, hits mostly inhibitors | 360,000 tested, 0.46% active; further: potency means the concentration at half of the fitted maximal effect; on the % scale 0 is the no-effect control and ±100 the full control effect; nearly all actives have a fitted effect of over 55% in size
#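 Primary qHTS, 1536-well format. 20 nM WRN + compound, 15 min RT; start with 100 nM forked fluorophore/quencher duplex, 2 mM ATP (final); kinetic read ex 525/em 598 nm.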
# PI5P4K alpha inh – inhibitors of human PI5P4K alpha | PI5P4Kalpha enzyme, ADP-Glo luminescence, 60 min; stronger effect = lower value | max response, % | 330,000 tested, 1.2% active; active means max response of -50% or lower; inconclusive means between -30% and -50%; inactive means -30% or higher; further: value at the top dose of about 77 µM; on the % scale 0 is the no-effect control and ±100 the full control effect
# Target sequence (P48426 whole entry, looked up): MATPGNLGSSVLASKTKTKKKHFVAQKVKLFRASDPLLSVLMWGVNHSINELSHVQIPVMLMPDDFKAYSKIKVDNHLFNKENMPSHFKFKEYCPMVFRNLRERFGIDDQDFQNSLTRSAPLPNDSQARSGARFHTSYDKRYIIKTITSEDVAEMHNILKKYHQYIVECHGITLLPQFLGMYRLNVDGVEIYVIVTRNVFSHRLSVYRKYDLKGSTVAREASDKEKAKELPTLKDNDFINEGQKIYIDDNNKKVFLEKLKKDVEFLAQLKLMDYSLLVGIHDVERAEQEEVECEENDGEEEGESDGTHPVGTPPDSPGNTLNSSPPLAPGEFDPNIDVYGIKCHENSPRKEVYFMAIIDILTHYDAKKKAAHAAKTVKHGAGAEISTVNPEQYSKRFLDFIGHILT
#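 PI5P4Kalpha ADP-Glo assay; 5 microM ATP final; 60 min RT reaction; HEPES pH 7.4/EGTA/CHAPS, 5% DMSO; controls lacking substrate or enzyme; luminescent end-point.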
# EPAC2 agonist – activates human EPAC2 exchange factor. Q8WZA2. EPAC2 activation, biochemical qHTS; response scale: 100% = 6.5 mM cAMP response. Potency, µM (top dose mostly 154 µM), inactives show top-dose activation, most hits filed as activators. 360,000 tested, 0.079% active. AID 720711; further: potency means the concentration at half of the fitted maximal effect; nearly all actives have a fitted effect of over 50% in size
#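 Each well held 100 nM EPAC2, 250 nM RAP1B-BODIPY-GDP and 50 uM GDP. Fluorescence, read at 5-min intervals to 30 min, was referenced to a 6.5 mM cAMP positive control.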
# EPAC1 agonist – activates human EPAC1 exchange factor | O95398 | EPAC1 agonist qHTS, biochemical assay; response scale: 100% = response to 6.5 mM cAMP | Potency, µM (highest dose often 154 µM), for the others: at the top dose activation, usual class: activators | 360,000 tested, 0.073% active; further: potency means the concentration at half of the fitted maximal effect; nearly all actives have a fitted effect of over 60% in size
#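 Compounds were pinned as a concentration titration into mixtures of EPAC1 (100 nM), BODIPY-GDP-loaded Rap1B (250 nM) and GDP (50 uM). After 5 min at room temperature, fluorescence was followed for 30 min; activity was scaled to 6.5 mM cAMP.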
# IL-2 act – activates IL-2 in a cell-based reporter assay | IL-2 activation reporter assay, cell-based qHTS; stimulated with anti-CD3/CD4/CD28 beads; in transgenic mouse T cells | AID 652025 | 360,000 tested, 0.065% active | activation, % (series mostly up to about 46 µM); in the data active means activation above about 50%; inconclusive means mostly about 30% to 49%; further: 0% is about no effect
#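 First, unstimulated transgenic mouse T cells were exposed to compound for 60 min. Next, anti-CD3/anti-CD4-coated beads with anti-CD28 were added. Finally, after 18 h at 37 degrees C, EGFP and DsRed were imaged.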
# CCT chaperon mod – changes cytosolic chaperonin activity; purified chaperonin ATPase assay, HTRF ADP detection, 30 min; 360,000 tested, 0.3% active; activity change, % (test concentration not listed), hits read low; AID 651819; in the data active means activity change below about -30%; further: on the % scale 0 is the no-effect control and ±100 the full control effect
#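 TRiC at 40 or 20 nM final (batch-dependent) in 30 mM Tris pH 7.4, 100 mM KCl, 5 mM MgCl2, 1 mM DTT, with compound at single 76 uM and 10 uM ATP, 30 min at 37 deg C. ADP detected by HTRF Transcreener, 665/615 ratio.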
# Numbers without * were called inactive; ? = inconclusive; / = no result given; [ ] = another dose, or the depositor's remark. Unless noted, the call rests on the fitted dose curve; in most records, active means well fitted curve in the direction sought with a large enough effect; inconclusive means small, poorly fitted or top-dose-only effect, or another doubt; inactive means no such curve, though single readings can be large; an effect the other way counts as inactive or inconclusive.
# The line under a structure holds: WRN inhibitor | EPAC1 agonist | EPAC2 agonist | PLK1 PBD inh | PI5P4K alpha inh | IL-2 act | EPAC1 antag | CCT chaperon mod
CCCCCCCN(C(=O)CCl)c1ccccc1C
 : 1% | -9% | -8% | -9% | -1 | -0.6 | 1% | 1.7
COCCNC(=O)c1cnn2c(C(F)(F)F)cc(-c3ccc4c(c3)OCO4)nc12
 : -10% | 5% | -3% | -4% | / | -0.4 | 20% | 0.7
O=[N+]([O-])c1ccccc1/C=C/C=N/N1CCCCC1
 : 10% | -6% | 6% | -4% | 0 | -3.4 | -7% | -0.9
CCCCCCCCCCSc1n[nH]c(N)n1
 : 7% | -4% | -1% | 2% | 28 | 1.0 | -13% | 1.5
COc1c2c(cc3oc(=O)ccc13)OC(C)(C)C=C2
 : -1% | 2% | 1% | -1% | -10 | 2.1 | -2% | -0.3
O=S(=O)(c1cccc(F)c1)N1CCC(CO)(Cc2cccc(F)c2)CC1
 : -4% | 4% | 7% | -16% | 13 | -0.6 | -14% | 1.4
O=C(NCCCO)c1nnc(Cc2c(F)cccc2Cl)o1
 : -4% | 9% | 11% | -19% | / | 3.4 | -10% | -3.4
O=C1CN(C(=O)COC(=O)c2cnc(Cl)c(Cl)c2)c2ccccc2N1
 : 6% | -4% | 3% | -1% | 1 | -0.9 | -3% | -3.4
Cc1sc2nc(COC(=O)c3ccc(O)cc3)[nH]c(=O)c2c1C
 : 0% | 9% | 11% | -5% | -9 | -0.5 | -18% | -1.3
CCCn1nc(C(=O)NC2CCCCCC2)c2ccccc2c1=O
 : -13% | -12% | -10% | 2% | 11 | -0.7 | 12% | 0.6
Cc1cc(N=Cc2c(O)n(-c3cccc(C(F)(F)F)c3)c(=O)c3ccccc23)no1
 : 2% | 0% | -6% | -3% | 2 | -1.7 | -15% | 1.0
CN1CCN(C(=O)C2CCCN(S(=O)(=O)c3ccc(F)cc3)C2)CC1 (stereo not drawn)
 : 5% | -12% | 4% | -20% | 1 | -1.7 | -11% | 0.0
CCN1C(=O)CC(NCc2ccc3c(c2)OCO3)C1=O (stereo not drawn)
 : 4% | 11% | 5% | -9% | / | -3.5 | 8% | -2.1
CN1C(=O)C2(c3ccccc31)c1c(oc3ccccc3c1=O)C(=O)N2CCO (stereo not drawn)
 : 2% | 4% | 2% | -6% | 0 | 0.5 | -9% | -1.2
CCc1c(C)sc(NC(=O)Cn2nc(C(F)(F)F)c3c2CCCC3)c1C#N
 : -8% | -1% | -11% | 21µM* | 6 | 0.6 | -3% | -1.4
CCCC1=Nc2cc(C(=O)NCCCN3CCN(C)CC3)ccc2Sc2ccccc21
 : -3% | 5% | 1% | -6% | 6 | 0.8 | -24% | 2.1
CC(C)CN1CCN(Cc2cnc(N3CCOCC3)s2)CC1CCO (stereo not drawn)
 : 2% | 3% | 3% | -2% | 8 | 0.9 | -8% | -1.0
Cn1c(CN2CCOCC2)c(C#N)c2ccccc21
 : 1% | 3% | 10% | -9% | / | -2.5 | 4% | -2.6
CCCC(C)C(=O)Nc1ccc(S(N)(=O)=O)cc1 (stereo not drawn)
 : 15% | -7% | 3% | -1% | -1 | -3.6 | 26% | 1.7
COc1ccccc1CNC(=O)Cn1nc(C)c([N+](=O)[O-])c1C
 : 7% | 0% | -7% | 0% | -4 | 0.1 | 15% | -3.6

# One compound at a time, as listed above. Screens in order: WRN inhibitor, EPAC1 agonist, EPAC2 agonist, PLK1 PBD inh, PI5P4K alpha inh, IL-2 act, EPAC1 antag, CCT chaperon mod
# `COCCNC(=O)c1cnn2c(C(F)(F)F)cc(-c3ccc4c(c3)OCO4)nc12` as listed: -10%, 5%, -3%, -4%, /, -0.4, 20%, 0.7
# `COc1c2c(cc3oc(=O)ccc13)OC(C)(C)C=C2` as listed: -1%, 2%, 1%, -1%, -10, 2.1, -2%, -0.3
# `CCc1c(C)sc(NC(=O)Cn2nc(C(F)(F)F)c3c2CCCC3)c1C#N` as listed: -8%, -1%, -11%, 21µM*, 6, 0.6, -3%, -1.4

# Additional records follow.
# The line under a structure holds: WRN inhibitor | EPAC1 agonist | EPAC2 agonist | PLK1 PBD inh | PI5P4K alpha inh | IL-2 act | EPAC1 antag | CCT chaperon mod
COc1ccccc1C(=O)N/C(=C\c1cn(S(=O)(=O)N(C)C)c2ccccc12)C(=O)N1CCCC1
 : -8% | 13% | 1% | -4% | -1 | -3.9 | -19% | 1.1
Cc1cccc(OCCCCCN2CCOCC2)c1C
 : 1% | -2% | -1% | 5% | 1 | -2.0 | -6% | 1.5
CCOC(=O)c1c(C)[nH]c(C)c1C(=O)COc1ccc(NC(=O)c2ccco2)cc1
 : -18% | 1% | 3% | -2% | -21 | -1.5 | 9% | 0.3
COc1ccc(NC2C=CS(=O)(=O)C2)c(OC)c1 (stereo not drawn)
 : -4% | 14% | 9% | -16% | / | -1.3 | -10% | -4.5
Nc1nc(CSc2ncn(-c3ccccc3)n2)cs1
 : 0% | -6% | 3% | -16% | / | 0.7 | 6% | -0.1
Cc1ccc(N(C(C)C(=O)O)S(=O)(=O)c2cccnc2)cc1 (stereo not drawn)
 : 4% | 1% | 14% | -8% | -12 | -1.9 | -20% | -1.8
Clc1cccc(-c2nc(NCCN3CCOCC3)c3ccccc3n2)c1
 : -8% | -1% | 6% | -17% | 25 | -1.7 | -5% | -1.8
C[C@H](CO)N1C[C@H](C)[C@@H](CN(C)Cc2ccc(Oc3ccccc3)cc2)Oc2cc(Br)ccc2S1(=O)=O
 : -18% | 3% | -7% | 0% | 23 | -2.3 | -14% | 0.4
COc1ccc(N2CCN(S(=O)(=O)c3c[nH]c(=O)[nH]c3=O)CC2)cc1
 : -10% | 12% | 9% | -2% | -7 | 0.5 | -3% | 1.4
COc1ccc(S(=O)(=O)N(CC(=O)NC2CCCC2)c2ccccc2OC)cc1
 : -26% | 2% | -5% | -4% | -2 | -3.7 | -6% | -1.0
O=C(Nc1nc2c(F)cc(F)cc2s1)c1ccccn1
 : -1% | -7% | 0% | -17% | ? | -3.1 | -10% | 0.0
CC(C)CN(C1CCS(=O)(=O)C1)S(=O)(=O)c1ccc(C(C)C)cc1 (stereo not drawn)
 : -7% | -4% | 4% | -5% | -3 | -0.3 | -16% | 0.3
CCOc1ccccc1NC(=O)CC1Nc2ccccc2NC1=O (stereo not drawn)
 : -27% | 0% | 10% | -7% | 4 | -0.9 | ? | 2.6
CCOC(=O)C1=C(C)N=c2s/c(=C3\C(=O)Nc4ccccc43)c(=O)n2C1c1ccc2c(c1)OCO2 (stereo not drawn)
 : -2% | -1% | 5% | -1% | / | -2.5 | -6% | -3.8
CCN(CC)C(=O)Oc1cc2c(-c3cc4cccc(OC)c4o3)cc(=O)oc2cc1C
 : -2% | -5% | 6% | 0% | -4 | -5.8 | 0% | 0.6
Cc1ccc(C(=O)Nc2cccc(O)c2)cc1S(=O)(=O)N1CCCCCC1
 : -9% | 1% | 9% | -19% | -6 | -0.8 | -6% | -11
CC1(C)CNC(=O)c2sc(N3CCOCC3)nc2C1
 : -4% | 2% | 9% | -7% | / | -2.8 | -4% | 0.4
Cc1ccc(S(=O)(=O)N/N=C\c2cn(CC(N)=O)c3ccccc23)cc1
 : -13% | 3% | -1% | 1% | 2 | 2.4 | -14% | -0.2
O=C1c2cccc3c(Cl)ccc(c23)C(=O)N1O
 : ? | -2% | 0% | -4% | / | -0.8 | -8% | 3.7
OCCNC1=NCCN1
 : 0% | -3% | -2% | -1% | 1 | 0.1 | -1% | 2.2
COc1ccc(NC(=O)CSc2nc(C(C)C)nc3c2c(=O)n(C)c(=O)n3C)c(OC)c1
 : 6% | -1% | -5% | 3% | 0 | -3.1 | 11% | -0.7
COc1ccc2nnc(-c3ccc(C(F)(F)F)cc3)n2n1
 : -1% | -3% | -11% | -8% | -4 | 1.4 | -6% | -0.6
Cc1ccc(-n2c(SCC(=O)NCc3ccco3)nc3sc4c(c3c2=O)CC(C)(C)SC4)cc1
 : 2%[57.1 µM] | 18% | -6% | -9% | 0 | 3.7 | 0% | -0.7
Cc1ccc(-n2cc(CN3CCN(Cc4nccn4C)CC3)c(-c3cccc(C)c3)n2)cc1
 : -3% | 1% | 0% | 3% | 14 | -3.5 | 7% | 0.6
Cc1ccc(N2CC(C(=O)N3CCC(C(=O)NC(C)(C)C)CC3)CC2=O)cc1 (stereo not drawn)
 : 9%[57.1 µM] | 3% | 16% | -24% | 2 | -0.5 | ? | -0.6
Cc1cc(OCC(=O)NNC(=O)c2ccncc2)ccc1C(C)C
 : 3% | -5% | -4% | -2% | -2 | -1.9 | 1% | -0.1
O=S(=O)(NCCc1ccccc1)c1ccc(Br)cc1
 : 2% | 1% | 3% | 2% | 11 | -3.8 | -9% | -3.1
C[C@H](CO)N1C[C@H](C)[C@@H](CN(C)S(=O)(=O)c2cccs2)Oc2ccc(NC(=O)Nc3ccc4c(c3)OCO4)cc2C1=O
 : -6% | -7% | 4% | -5% | -12 | 0.1 | -10% | -3.3

# Given as labelled records: part of the list above
> COc1ccc(NC(=O)CSc2nc(C(C)C)nc3c2c(=O)n(C)c(=O)n3C)c(OC)c1
  WRN inhibitor = 6%
  EPAC1 agonist = -1%
  EPAC2 agonist = -5%
  PLK1 PBD inh = 3%
  PI5P4K alpha inh = 0
  IL-2 act = -3.1
  EPAC1 antag = 11%
  CCT chaperon mod = -0.7
> COc1ccc2nnc(-c3ccc(C(F)(F)F)cc3)n2n1
  WRN inhibitor = -1%
  EPAC1 agonist = -3%
  EPAC2 agonist = -11%
  PLK1 PBD inh = -8%
  PI5P4K alpha inh = -4
  IL-2 act = 1.4
  EPAC1 antag = -6%
  CCT chaperon mod = -0.6
> Cc1ccc(-n2c(SCC(=O)NCc3ccco3)nc3sc4c(c3c2=O)CC(C)(C)SC4)cc1
  WRN inhibitor = 2%[57.1 µM]
  EPAC1 agonist = 18%
  EPAC2 agonist = -6%
  PLK1 PBD inh = -9%
  PI5P4K alpha inh = 0
  IL-2 act = 3.7
  EPAC1 antag = 0%
  CCT chaperon mod = -0.7

# Some of the compounds tested; count on the stated rates, not on these rows.
